GPR151 activ: activates the human receptor GPR151; PathHunter beta-arrestin GPR151 cells, luminescence; activation, % at 11.2 µM; actives 1% (n = 650,000); AID 1508602; in the data active = activation above about 4.9%;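 note: 0% = median of compound wells and 100% = cells with positive control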
Target sequence (Q8TDV0 whole entry, looked up): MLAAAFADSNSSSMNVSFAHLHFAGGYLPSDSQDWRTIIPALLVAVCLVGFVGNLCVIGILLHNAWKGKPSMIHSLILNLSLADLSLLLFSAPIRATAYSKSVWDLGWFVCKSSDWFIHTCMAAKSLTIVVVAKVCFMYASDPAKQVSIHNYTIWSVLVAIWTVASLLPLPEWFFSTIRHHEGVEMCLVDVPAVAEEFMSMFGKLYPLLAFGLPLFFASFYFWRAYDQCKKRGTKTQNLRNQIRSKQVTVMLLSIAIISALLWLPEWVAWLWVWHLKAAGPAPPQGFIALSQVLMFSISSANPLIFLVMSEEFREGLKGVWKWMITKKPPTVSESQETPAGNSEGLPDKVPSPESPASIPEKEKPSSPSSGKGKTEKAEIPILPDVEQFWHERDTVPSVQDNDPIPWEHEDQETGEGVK
MITF inh: inhibitors of human MITF | inhibition, % at 2.6 µM | AID 1259374 | actives 0.91% (n = 650,000) | O75030 | AlphaScreen MITF homodimerization, bead proximity signal; in the data active = inhibition above about 50%;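 note: 0% = vehicle wells with protein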
Target sequence (O75030 whole entry, looked up): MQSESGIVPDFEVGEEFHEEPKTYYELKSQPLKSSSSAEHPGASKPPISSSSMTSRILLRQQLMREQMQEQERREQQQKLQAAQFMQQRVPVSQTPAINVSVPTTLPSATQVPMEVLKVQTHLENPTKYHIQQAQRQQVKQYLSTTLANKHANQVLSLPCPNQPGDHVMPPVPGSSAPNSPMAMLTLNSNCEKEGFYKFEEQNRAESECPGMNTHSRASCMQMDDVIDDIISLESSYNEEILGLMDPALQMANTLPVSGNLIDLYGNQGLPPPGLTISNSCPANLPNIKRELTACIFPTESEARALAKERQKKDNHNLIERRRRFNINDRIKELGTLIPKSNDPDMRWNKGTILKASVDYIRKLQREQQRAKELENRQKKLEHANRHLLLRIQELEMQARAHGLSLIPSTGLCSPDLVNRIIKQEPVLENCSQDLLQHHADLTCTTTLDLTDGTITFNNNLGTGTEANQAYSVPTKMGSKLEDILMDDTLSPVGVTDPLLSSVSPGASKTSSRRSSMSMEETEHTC
FBW7 activator: human FBW7 E3 ligase activation, primary screen; normalized activity (activation), % at 26.1 µM; actives 0.13% (n = 650,000); Q969H0; AlphaScreen FBW7–phospho-cyclin E peptide binding, activator screen; AID 1259310; in the data active = normalized activity above about 1.9%;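 note: purified mutant Fbw7 with reduced substrate affinity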
TEAD-YAP block: TEAD-YAP interaction inhibition. HEK-TIYL cells, TEAD-Gal4/YAP UAS-luciferase luminescence. AID 1259422. inhibition, % at 9.12 µM. actives 1.4% (n = 640,000); in the data active = inhibition above about 32%;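 note: 0% = median of test compound wells and 100% = reference inhibitor wells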
* = called active by the depositor; & = joins results of further samples.

compound	GPR151 activ	MITF inh	FBW7 activator	TEAD-YAP block
COc1cc(/C=C2/C(=N)N3N=C(Cc4ccccc4)SC3=NC2=O)ccc1OCCOc1cc(C)ccc1C	-1.3	3	-0.2	-1
Cc1cc(NC(=O)CSc2nc3ccccc3c(=O)n2CCC(=O)N2CCN(c3ccccc3)CC2)no1	-0.5	6	0.0	-9
O=C(Oc1ccc(NC2=NS(=O)(=O)c3ccccc32)cc1)c1cccs1	1.4	5	0.1	1
COc1ccccc1CNC(=O)c1ccc(I)cc1	-0.3	6	0.1	2
Fc1ccc(C2CC(c3cccs3)=Nc3nc4ccccc4n32)cc1 (stereo not given)	-2.4	-3	-0.1	-55
O=C1C2CC(c3ccccc3)=C3C4C=CC(C5C(=O)N(c6cccc7ccccc67)C(=O)C45)C3C2C(=O)N1c1cccc2ccccc12 (stereo not given)	1.2	0	-0.1	1
O=c1[nH]nc(SCc2cccc(Oc3ccccc3)c2)c(=S)[nH]1	-1.3	5	0.0	4
CCOC(=O)CCN(Cc1c(Cl)cccc1Cl)S(=O)(=O)c1ccc(Br)cc1	-0.9	-8	-0.1	7
COc1ccc(-n2c(O)c(/C=N/NC(=O)C3CCCCC3)c3ccccc3c2=O)cc1OC	-0.6	14	-0.4	25
Cc1nc2nc[nH]n2c(=O)c1NC(=O)c1ccc(Br)cc1	-0.7	-6	-0.1	-8
N#Cc1nc(COc2ccc(F)cc2)oc1N1CCOCC1	0.2	11	-0.1	-10
O=C(Nc1cccnc1)c1c(O)c2cccc3c2n(c1=O)CCC3	-1.9	5	0.1	-11
Cc1ccc(C(=O)N/C(=C\c2ccc(Br)cc2)C(=O)Nc2ccc(F)cc2)cc1	1.1	-6	0.2	-7
O=C1N/C(=N\O)S/C1=C/c1ccc([N+](=O)[O-])cc1	-5.6	4	-0.1	-28
COc1ccccc1C1C(C(=O)Nc2ccc(C)cn2)=C(C)NC2=C1C(=O)CCC2 (stereo not given)	0.7	16	0.1	1
CCOC(=O)c1c(NC(=O)/C=C/c2ccc(F)cc2)sc(C(C)=O)c1C	0.0	8	0.0	9
Cc1ccc(OCC(=O)NCCS(=O)(=O)N2CCN(c3cccc(C)c3)CC2)cc1	1.2	17	0.1	12
N#Cc1c(-c2ccccc2)cc(-c2cccs2)nc1SCC(=O)Nc1cccc([N+](=O)[O-])c1	-0.1	-1	0.1	1
CC(NC(=O)Cc1ccc(-c2ccccc2)cc1)c1nc(-c2ccncc2)n[nH]1 (stereo not given)	-0.7	-3	-0.1	2
O=C(c1coc(=O)c2ccccc12)N1CCN(c2ccccn2)CC1	0.2	10	0.1	4

(continued)
compound	GPR151 activ	MITF inh	FBW7 activator	TEAD-YAP block
CC[C@H](C)[C@@H]1NC(=O)[C@@H]2C[C@H](NCc3cccs3)CN2C1=O	-1.1	6	0.0	-13
O=C(NCCCN1CCOCC1)c1ccc(N2CCN(c3ccccn3)CC2)c([N+](=O)[O-])c1	-0.2	5	-0.1	8
Cc1ccc(NC(=O)C2CCN(C(=O)NCc3ccccc3)CC2)cc1C	-0.9	-14	0.1	-4
CCOc1ccccc1-n1nnnc1SCC(=O)/C(C#N)=C(\C)N	0.2	14	-0.1	7
Cc1ccc(-n2cc(-c3ccccc3)c3c(NC4CC(C)CC(C)(C)C4)ncnc32)cc1Cl (stereo not given)	-0.9	11	0.2	1
CCOc1ccc(NC(=O)Cc2sc(C)nc2C)cc1	-1.0	17	0.1	17
O=C(COc1ccccc1)Nc1cccnc1	1.3	8	0.0	-12
O=C(CCCn1c2ccccc2c2cn[nH]c(=O)c21)NC1CCCC1	0.5	-7	0.1	-8
Cc1nc(C)n(-c2ccc(Nc3ncc(Cl)c(-c4cc(F)cc(N5CCOCC5)c4)n3)cc2)n1	-0.6	12	0.1	3
COc1ccc(/C=C/C(=O)N2CCc3ccccc32)cc1OC	-0.4	10	-0.2	-37
O=C(Cn1nnc(-c2ccc3c(c2)OCO3)n1)Nc1ccc(F)c(Cl)c1	0.7	6	-0.3	0
FC(F)(F)c1ccc(Cn2cnc3c(NCc4cccc(C(F)(F)F)c4)nc(-c4csc5ccccc45)nc32)cc1	0.5	0	-0.1	-4
C=CCNC(=O)/C(C#N)=C/c1ccc([N+](=O)[O-])cc1	-1.7	5	0.1	15
COC(=O)c1ccc2c(c1)sc1nc(-c3ccc(OC)cc3)cn12	-0.4	17	0.1	-33
O=C(CC(NCCN1CCOCC1)C(=O)O)c1ccc(Cl)cc1 (stereo not given)	-0.5	8	0.0	1
CN(Cc1ccccc1)c1nc(N)nc(N(C)Cc2ccccc2)c1C=O	0.8	-4	0.0	16
CN1C(=O)CC(CC(=O)N2CCCN(Cc3cccs3)CC2)(c2ccccc2F)C1=O (stereo not given)	0.4	-5	-0.1	8
CCOc1ccc(C(=O)Nc2ccc(-c3nc4ccc(C)cc4s3)cc2)cc1Br	-0.3	-5	0.0	0
COc1ccccc1C(=O)NCCn1cc(SCC(=O)Nc2ccc(C)cc2)c2ccccc21	-0.1	-2	-0.2	1
Cc1cc2nc(Cc3cccc(Oc4ccccc4)c3)c(=O)[nH]c2cc1C	1.3	-6	-0.1	0

Remaining list, next part:
compound	GPR151 activ	MITF inh	FBW7 activator	TEAD-YAP block
CCC(=O)N1c2ccccc2C(N(C(=O)c2ccccc2)c2cccc([N+](=O)[O-])c2)CC1C (stereo not given)	1.0	-6	0.2	-7
O=C(c1ccc(Cl)cc1)c1ccc(OCC(=O)N2CCCC2)cc1	1.2	-2	0.0	4
N#Cc1c(-c2ccccc2)cc(-c2cccs2)nc1Br	1.2	3	-0.1	4
Cc1ccc(-c2cc(C(=O)Nc3c(C)n(C)n(-c4ccccc4)c3=O)no2)cc1	0.8	-6	0.1	-6
O=C(Nc1ncc([N+](=O)[O-])s1)c1ccc(Cl)cc1Cl	-11	4	-0.1	64*
Nc1ccn(-c2ccccc2)n1	-0.8	19	0.2	-11
O=[N+]([O-])c1ccc(NN=C2CCCCCCC2)cc1	2.3	23	0.4	-16
COc1ccccc1C(=O)COC(=O)c1ccc(Br)cc1	0.7	-7	0.0	3
CCc1nc2ccccc2c2nn(CC(=O)NCc3ccco3)c(=O)n12	-0.2	7	-0.2	6
CCOC(=O)CNC(=O)c1sc2ncn(CC(=O)Nc3ccc(C(C)C)cc3)c(=O)c2c1C	-1.2&-1.3	6&4	0.6&0.1	1&8
COc1ccc(OC)c(NC(=O)CN(Cc2ccc(Br)cc2)S(=O)(=O)c2ccccc2)c1	2.6	10	-0.1	-6
CCN(CC)C(=O)C(=O)N/N=C\c1c(F)cccc1Cl	-1.3	3	1.6	14
C=CCN1C(=Nc2ccccc2)SC/C1=C\C(=O)OC	-1.6	-1	0.0	-21
CCN(CC)CCOCCOC(=O)C(CC)(CC)c1ccccc1	0.8	14	-0.1	1
O=C(CCc1nc2ccccc2s1)OCC(=O)c1ccc([N+](=O)[O-])cc1	-1.6	-3	-0.1	4
O=C(Nc1c2c(nn1-c1ccc([N+](=O)[O-])cc1)CS(=O)(=O)C2)c1c(F)cccc1Cl	0.5	-10	0.1	-11
COc1cc(/C=C2/C(=O)NC(=O)N(c3ccc(C)c(Cl)c3)C2=O)c([N+](=O)[O-])cc1OC	-1.1	5	0.1	6
COc1ccccc1NC(=O)Cn1cnc2sc(C(=O)N3CCC(C(N)=O)CC3)c(C)c2c1=O	-1.3	-9	0.1	-2
CC(C)NC(=O)c1ccccc1NS(=O)(=O)c1ccc2ccccc2c1	-0.4	10	-0.4	-21
COc1cccc(CNC(=O)Cn2c(=O)n(Cc3ccco3)c3ncccc32)c1	-1.5	22	0.7	6

Remaining list, next part:
SMILES | GPR151 activ | MITF inh | FBW7 activator | TEAD-YAP block
Cc1ccc(-n2cccn2)c(CN2CCN(C(C)C)C(CCO)C2)c1 (stereo not given) | -0.1 | 7 | 0.1 | 5
COc1cccc(NS(=O)(=O)c2cc3c4c(c2)CC(=O)N4CCC3)c1 | -0.2 | -4 | 0.2 | 12
COc1ccc(NC(=O)C(c2cc3c(cc2[N+](=O)[O-])OCO3)N2CC(C)CC(C)C2)cc1 (stereo not given) | -0.5 | 3 | -0.3 | -7
COc1ccc(OC)c(Nc2c(-c3ccc(Cl)cc3)c(=O)c2=O)c1 | 4.1 | -2 | -0.1 | 8
CC[C@H](Cn1nc(-c2ccc(OC)cc2)ccc1=O)NC(=O)CCn1ncc2ccccc21 | -0.5 | 10 | -0.2 | 6
O=C(CN1N=C(c2ccccc2)CCC1=O)NCCCN1CCCC1 | -1.6 | -8 | 0.1 | -7
Cc1ccc(OC(=O)c2ccc([N+](=O)[O-])c(C)c2)c(-n2nc3ccccc3n2)c1 | 0.1 | 3 | -0.1 | -18
N#C/C(=C\c1ccc2c(c1)OCO2)C(=O)NC1CCCCCC1 | 0.4 | 18 | 1.4 | 4

The listing continues:
SMILES | GPR151 activ | MITF inh | FBW7 activator | TEAD-YAP block
OCCC1CN(Cc2c(O)ccc3ccccc23)CCN1Cc1ccc(F)cc1 (stereo not given) | -0.9 | -12 | 0.0 | 6
C=CCSc1nc2ccc(I)cc2c(=O)n1CC | -1.4 | 1 | 0.4 | 15
NC(=O)CN(c1cccc(Cl)c1)S(=O)(=O)c1ccc(Cl)cc1 | 0.4 | 24 | 0.5 | 6
O=C(NCc1ccccn1)c1cc(-c2ccccc2F)no1 | -0.7 | -3 | -0.5 | -43
CCOC(=O)c1sc(NC(=O)CSc2nnc(CNC(=O)c3ccco3)n2-c2cc(C)ccc2C)c(C(=O)OCC)c1C | -1.0 | 15 | 0.6 | -6
COc1ccc(-c2cnnc(N3CCC(c4ccccc4)CC3)n2)cc1 | 0.3 | 3 | 0.2 | -2
S=C(Nc1ccc(Oc2ccccc2)cc1)N(CCN1CCCCCC1)Cc1cccs1 | -0.7 | 2 | -0.1 | 0
Cc1ccccc1NC(=O)CCC(=O)N/N=C/c1cc(Br)cc([N+](=O)[O-])c1O | -1.3 | -38 | 0.1 | 9

By substructure, the compounds so far containing a furan ring, fused or not (three)
SMILES | GPR151 activ | MITF inh | FBW7 activator | TEAD-YAP block
CCc1nc2ccccc2c2nn(CC(=O)NCc3ccco3)c(=O)n12 | -0.2 | 7 | -0.2 | 6
COc1cccc(CNC(=O)Cn2c(=O)n(Cc3ccco3)c3ncccc32)c1 | -1.5 | 22 | 0.7 | 6
CCOC(=O)c1sc(NC(=O)CSc2nnc(CNC(=O)c3ccco3)n2-c2cc(C)ccc2C)c(C(=O)OCC)c1C | -1.0 | 15 | 0.6 | -6

Carrying on.
SMILES | GPR151 activ | MITF inh | FBW7 activator | TEAD-YAP block
CCOc1ccc(N(CC)C(=O)Cc2c(C(=O)O)n(C)c3ccccc23)cc1 | 0.2 | -16 | -0.1 | 2
Cc1nn2c(NCCN)c3c(nc2c1-c1cccs1)CCCC3 | -0.2 | 6 | 0.6 | 1
CC/C(CC(C)(C)c1ccccc1)=N\O | 0.2 | 22 | 0.3 | 3
Nc1ccc(-c2nc3ccccc3o2)c(O)c1 | -2.5 | 11 | -0.1 | -16
O=C(Nc1ccc(I)cc1)c1ccc(Oc2ccccc2)cc1 | 2.7 | 13 | 0.0 | 5
C=CCn1c(=O)n(CC=C)c2cc([N+](=O)[O-])c([N+](=O)[O-])cc21 | -0.8 | 17 | 0.0 | 8
Cc1c(NC(=O)C(c2ccccc2)c2ccccc2)cccc1-c1nc2ncccc2o1 | 0.3 | 4 | 0.1 | 3
CCOc1cc(N2CCN(S(=O)(=O)c3ccccc3Cl)CC2)nc(C)n1 | -1.2 | 21 | 0.2 | -5

Carrying on.
SMILES | GPR151 activ | MITF inh | FBW7 activator | TEAD-YAP block
C=CCN1C(=O)C2(C(C#N)=C(N)Oc3n[nH]c(CC)c32)c2ccccc21 (stereo not given) | -0.4 | -6 | -0.1 | -6
CC(C)OCCNC(=O)c1cc(COc2ccc3ncccc3c2)on1 | 0.7 | -10 | -0.1 | 22
Cc1cc(C)n(CCN(C)C(=O)CCc2nnc(Cc3c[nH]c4ccccc34)o2)n1 | 0.9 | 10 | 0.1 | -3
O=C(NCc1nnc2n1CCN(Cc1cccc(OCCO)c1)CC2)c1ccccn1 | 0.5 | -7 | 0.0 | 2
Cc1ccc(NC(=O)c2cc(S(=O)(=O)N3CCN(c4ccccc4F)CC3)ccc2F)cc1F | 1.9 | 4 | 0.0 | 6
Cc1ccc(CN2CCc3nnc(CCNC(=O)COc4ccccc4)n3CC2)cc1C | 3.2 | 14 | 0.1 | -2
Cc1ccc(CCNC(=O)C(C)n2c3ccccc3c3nc(=O)cc(C)n32)cc1 (stereo not given) | 0.9 | 6 | -0.3 | 11
O=C(Nc1ccc(Cl)c([N+](=O)[O-])c1)C1CC(=O)N(C2CCCCC2)C1 (stereo not given) | 1.9 | -4 | -0.1 | -9
COCCn1c(SCC(=O)N2CCCc3ccccc32)nnc1C(C)C | -0.8 | -9 | 0.0 | 5
COc1ccccc1CNC(=O)c1ccc2c(=O)n(Cc3ccc(Cl)cc3)c(=S)[nH]c2c1 | 0.9 | -7 | 0.1 | 5
O=[N+]([O-])c1ccc(-c2nc(C=Nc3cccnc3Cl)c(O)o2)cc1 | 0.0 | 0 | 1.2 | -4

Whole records as entered above:
Cc1ccc(CN2CCc3nnc(CCNC(=O)COc4ccccc4)n3CC2)cc1C reads GPR151 activ = 3.2; MITF inh = 14; FBW7 activator = 0.1; TEAD-YAP block = -2
O=[N+]([O-])c1ccc(-c2nc(C=Nc3cccnc3Cl)c(O)o2)cc1 reads GPR151 activ = 0.0; MITF inh = 0; FBW7 activator = 1.2; TEAD-YAP block = -4
Cc1ccc(CCNC(=O)C(C)n2c3ccccc3c3nc(=O)cc(C)n32)cc1 (stereo not given) reads GPR151 activ = 0.9; MITF inh = 6; FBW7 activator = -0.3; TEAD-YAP block = 11

Bioassay records deposited in PubChem BioAssay by The Scripps Research Institute Molecular Screening Center.
